Assay outcomes from PubChem.
MITF inh: human MITF inhibition, primary screen. AlphaScreen MITF homodimerization, bead proximity signal. inhibition, % at 2.6 µM. 650,000 compounds, 0.91% hits. AID 1259374; in the data active = inhibition above about 50%;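 note: 0% = vehicle wells with protein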
TEAD-YAP inh: TEAD-YAP interaction inhibition | HEK-TIYL cells, TEAD-Gal4/YAP UAS-luciferase luminescence | inhibition, % at 9.12 µM | 640,000 compounds, 1.4% hits | AID 1259422; in the data active = inhibition above about 32%;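 note: 0% = median of test compound wells and 100% = reference inhibitor wells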
FBW7 activator: human FBW7 E3 ligase activation, primary screen | AlphaScreen FBW7–phospho-cyclin E peptide binding, activator screen | 650,000 compounds, 0.13% hits | AID 1259310 | normalized activity (activation), % at 26.1 µM | Q969H0; in the data active = normalized activity above about 1.9%;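 note: purified mutant Fbw7 with reduced substrate affinity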
Target sequence (Q969H0 whole entry, looked up): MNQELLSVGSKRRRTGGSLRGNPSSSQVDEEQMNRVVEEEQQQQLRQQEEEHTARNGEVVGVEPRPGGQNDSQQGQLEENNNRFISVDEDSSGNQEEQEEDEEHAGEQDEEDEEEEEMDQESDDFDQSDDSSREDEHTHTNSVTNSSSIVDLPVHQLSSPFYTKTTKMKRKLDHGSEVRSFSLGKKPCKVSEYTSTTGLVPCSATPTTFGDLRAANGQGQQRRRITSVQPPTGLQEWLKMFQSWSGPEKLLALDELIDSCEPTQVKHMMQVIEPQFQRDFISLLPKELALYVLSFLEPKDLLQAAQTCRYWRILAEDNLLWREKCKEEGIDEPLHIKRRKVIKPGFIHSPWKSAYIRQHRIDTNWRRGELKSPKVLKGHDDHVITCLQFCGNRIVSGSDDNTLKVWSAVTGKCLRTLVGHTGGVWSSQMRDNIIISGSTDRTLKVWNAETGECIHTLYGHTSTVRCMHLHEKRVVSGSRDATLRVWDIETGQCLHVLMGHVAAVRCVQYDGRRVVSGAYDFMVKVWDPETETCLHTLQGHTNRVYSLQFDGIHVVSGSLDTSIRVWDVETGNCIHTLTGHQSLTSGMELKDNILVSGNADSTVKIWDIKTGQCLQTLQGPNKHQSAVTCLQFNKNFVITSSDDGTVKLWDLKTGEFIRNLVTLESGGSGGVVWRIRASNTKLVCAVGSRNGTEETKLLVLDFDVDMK
GPR151 ag: activates the human receptor GPR151; 650,000 compounds, 1% hits; AID 1508602; PathHunter beta-arrestin GPR151 cells, luminescence; activation, % at 11.2 µM; in the data active = activation above about 4.9%;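 note: 0% = median of compound wells and 100% = cells with positive control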
* marks the source's active call; other numbers are inactive results.

SMILES	MITF inh	TEAD-YAP inh	FBW7 activator	GPR151 ag
Cc1nnsc1C(=O)Nc1ccc(-c2cn3c4c(nnc3n2)CCCC4)cc1	-12	-18	-0.1	0.1
O=C(Nc1ccc(Oc2cc(Oc3ccccc3)cc([N+](=O)[O-])c2)cc1)c1nc2nc(-c3ccccc3)cc(C(F)(F)F)n2n1	2	-1	0.0	-4.3
O=C(Oc1ccc(F)cc1)c1ccccc1F	0	-7	0.1	0.2
CCn1cc(CN2CCN(CCc3ccccc3)C(CCO)C2)c(C)n1 (configuration not stated)	4	-5	0.0	-0.8
CN=C(Nc1cccc(OC)c1)SC1CC(=O)N(c2ccc(C(=O)O)cc2)C1=O (configuration not stated)	-5	7	-0.1	-0.4
CC1CCc2c(C(=O)NN3CCOCC3)csc2C1 (configuration not stated)	-1	-4	0.2	-1.5
N#CCSc1nc2cc(C(=O)NC3CCCCC3)ccc2c(=O)n1C1CCCCC1	-20	0	-0.1	-0.2
COc1ccccc1/C=C/C(=O)NCC1CCCO1 (configuration not stated)	-4	-15	0.1	0.3
COc1cccc(OC(=O)NC(=O)CCBr)c1	7	0	0.1	0.2
O=C(CSc1ccc(C(=O)O)cn1)Nc1ccc(F)c(F)c1	1	5	-0.1	-0.4
Cc1cccc(NC(=O)Cn2c(=O)n(CC3CCCO3)c(=O)c3ccccc32)c1C (configuration not stated)	-4	13	-0.1	1.0
Cc1ccc(S(=O)(=O)Nc2ccccc2-c2ccccc2NS(=O)(=O)c2ccc(C)cc2)cc1	-13	2	-0.2	0.7
O=C(NCCc1ccc(O)cc1)c1ccnc(Nc2ccc(N3CCOCC3)cc2)c1	4	11	-0.1	-0.5
CCCOc1cccc(C2c3c(oc4ccccc4c3=O)C(=O)N2c2nncs2)c1 (configuration not stated)	-1	2	0.1	-0.4
Cc1ccc(S(=O)(=O)NC(CC(=O)O)C(C)C)cc1 (configuration not stated)	12	12	0.0	-0.4
COc1ccc(C(=O)NC(C)CCCC(C)C)c(OC)c1 (configuration not stated)	5	5	0.1	-1.3
COCC1CCN(Cc2c(C(=O)N3CCCCCC3)nc3cc(C)ccn23)CC1	10	15	0.0	-0.3
CC1=C(C(=O)Nc2ccc(Cl)cc2)C(c2ccccc2)C(C#N)=C(SCC(=O)Nc2cccc(Cl)c2C)N1 (configuration not stated)	4	-8	0.0	1.2
COc1ccc(Cl)cc1C(=O)NC(=S)Nc1cccc(-c2nc3ncccc3o2)c1C	14	1	0.7	-0.2
O=C(CNC(=O)C1CCCCC1)NNC(=O)Nc1ccc(Cl)cc1	-7	4	0.2	0.4

As entered above.
Entry of COc1ccc(C(=O)NC(C)CCCC(C)C)c(OC)c1 (configuration not stated) in FBW7 activator: 0.1
Entry of Cc1ccc(S(=O)(=O)Nc2ccccc2-c2ccccc2NS(=O)(=O)c2ccc(C)cc2)cc1 in MITF inh: -13

The list continues.
SMILES	MITF inh	TEAD-YAP inh	FBW7 activator	GPR151 ag
CCOC(=O)N1CCN(C(=O)CCCn2c(=O)[nH]c3ccsc3c2=O)CC1	14	-1	0.1	1.2
CN1C(=O)CS(=O)c2ccc(C(=O)NC3CC3)cc21 (configuration not stated)	8	8	0.3	-1.1
C[C@@H]1NC(=O)[C@H]2CN(Cc3ccc(CN4CCCCC4)s3)CCN2C1=O	14	-2	0.2	-0.9
Cc1cc(/C=C(\C#N)C(=O)O)c(C)n1-c1ccc(Cl)cc1	18	-11	0.5	-1.8
CCCN1CCC(N2C[C@@H](NCc3ccc(OC)c(C)c3)C[C@H]2C(=O)NCC)CC1	-6	1	0.0	1.2
Clc1ccc(-c2cnc3n2CCC3)cc1Cl	1	3	-0.1	1.0
Cc1ccc(C(=O)N[C@H]2C[C@H]3C(=O)N[C@H](CC(C)C)C(=O)N3C2)cc1F	4	13	0.9	-0.6
O=C1NC2(CCN(C(=O)CN3C(=O)COc4ccccc43)CC2)Oc2ccccc21	-7	-4	-0.1	-0.2
O=C(CSc1n[nH]c(=O)[nH]c1=O)N/N=C/c1cccnc1	7	11	-0.1	0.7
CCCN(CCC)S(=O)(=O)c1ccc(C(=O)Nc2nc3ccc(S(C)(=O)=O)cc3s2)cc1	-1	-3	-0.2	-0.2
Cc1nc2cc(NC(=O)C3CC34CCN(C(=O)c3c(C)noc3C)CC4)ccc2s1 (configuration not stated)	11	4	0.3	-0.8
NC(=O)c1c(NC(=O)c2cncc(Br)c2)sc2c1CCCC2	-13	-23	0.2	0.2
Cc1cc(NS(=O)(=O)c2ccc(NC(=O)Nc3cccc(C(F)(F)F)c3)cc2)no1	3	-21	0.3	-0.5
O=C(Nc1ccc2c(c1)OCO2)c1cc(N2CCCC2CO)nc2ccccc12 (configuration not stated)	7	-4	-0.1	-1.9
O=C1N[C@@H](Cc2c[nH]c3ccccc23)C(=O)N2CCN(Cc3ccc(Cl)cc3)C[C@H]12	16	-1	0.8	-1.1
COc1ccc(/C(C)=N/NC(=O)c2nnn(-c3nonc3N)c2C)cc1	3	-5	0.1	-0.3
COC(=O)COc1c(OC)ccc2c3c(c(=O)oc12)CCCC3	5	-9	0.5	0.1
CCOC(=O)c1c(C)n(-c2ccc(Br)cc2)c2ccc(OC)cc12	10	-4	0.0	0.4
CC1=NN(c2ccccc2)C(=O)/C1=C/c1cc(-c2ccccc2)n(-c2ccc(Cl)cc2)c1-c1ccccc1	1	-9	-0.5	-0.9
Cc1cc(OCC(=O)Nc2ccc3c(c2)OCCO3)ccc1Cl	8	-46	0.0	-1.7

Among those listed so far, these have a COOH group.
SMILES	MITF inh	TEAD-YAP inh	FBW7 activator	GPR151 ag
CN=C(Nc1cccc(OC)c1)SC1CC(=O)N(c2ccc(C(=O)O)cc2)C1=O (configuration not stated)	-5	7	-0.1	-0.4
O=C(CSc1ccc(C(=O)O)cn1)Nc1ccc(F)c(F)c1	1	5	-0.1	-0.4
Cc1ccc(S(=O)(=O)NC(CC(=O)O)C(C)C)cc1 (configuration not stated)	12	12	0.0	-0.4
Cc1cc(/C=C(\C#N)C(=O)O)c(C)n1-c1ccc(Cl)cc1	18	-11	0.5	-1.8

Next section:
SMILES	MITF inh	TEAD-YAP inh	FBW7 activator	GPR151 ag
O=C(N/N=C/c1ccc(-c2ccc(Br)cc2)o1)c1ccccn1	12	-44	-0.1	1.0
NN(CCc1ccccn1)C1=NS(=O)(=O)c2ccccc21	-5	-22	0.0	-0.2
CCOc1ccccc1CN1CCNC(=O)C1CC(=O)N1CCCCCCC1 (configuration not stated)	7	3	0.3	0.3
Nc1cc(Nc2ccc3ncccc3c2)nc(N)n1	0	-2	0.0	-0.1
O=C(Nc1ccc(F)cc1)C(Cc1ccc([N+](=O)[O-])cc1)N1C(=O)c2ccccc2C1=O (configuration not stated)	3	6	0.1	-0.1
COc1cccc(C2(NC(=O)Cc3nc4nc(C)cc(C)n4n3)CCCC2)c1	1	2	-0.3	-0.2
CC(C)(C)NC(=O)c1cc(-c2ccc(Cl)cc2Cl)on1	-4	-44	0.1	-0.4
CCCCCCc1cc(O)c2c(C)cc(=O)oc2c1	-4	-1	0.1	7.0*
COc1cc(NC(=O)c2cccc([N+](=O)[O-])c2C)cc(OC)c1	10	8	-0.1	0.7
CCN(CC)c1ccc(C2C(C#N)C(=O)NC(=O)C2[n+]2ccccc2)cc1 (configuration not stated)	20	-15	0.9	0.1
Cc1ccccc1C(=O)Nc1sc2c(c1C(=O)N1CCN(C)CC1)CCCCC2	1	8	0.7	0.7
CC(C)CNS(=O)(=O)c1ccc(S(=O)(=O)N2CCC3(CC2)OCCO3)cc1	5	-15	-0.1	1.5
COC(=O)c1c(Cl)cccc1Oc1cc(OC)nc(OC)n1	-3	-1	-0.1	0.2
CCCCN(Cc1ccco1)C(=O)Cn1ncc2c(=O)oc3ccc(C)cc3c21	1	4	0.1	-0.1
COc1ccc(N2CCN(c3ccc(NC(=O)c4cccs4)cc3C#N)CC2)cc1	12	2	-0.1	1.0
O=C(O)CC1(CC(=O)N2CCC3(CC2)NCCc2c3[nH]c3ccc(O)cc23)CCCC1	-17	6	-0.3	-0.2
Nc1[nH]nc2nc(N3CCCCC3)nc(-c3ccc4c(c3)OCO4)c12	40	-5	-0.1	0.2
COc1ccc(C(=O)NCC(=O)OCC(=O)Nc2ccc(C(N)=O)cc2)cc1OC	0	-2	-0.1	-0.3
Cc1ccc(Cl)cc1NC(=O)CCS(=O)(=O)c1ccc2c(c1)OCC(=O)N2	5	0	-0.2	-0.6
Cc1oc2nc3c(c(=O)n(CCN4CCOCC4)c(=O)n3C)n2c1C	0	2	0.4	-1.5

Overlap with the part before: two compounds; new compounds follow.
SMILES	MITF inh	TEAD-YAP inh	FBW7 activator	GPR151 ag
Cc1ccc(Cl)cc1NC(=O)CCS(=O)(=O)c1ccc2c(c1)OCC(=O)N2	5	0	-0.2	-0.6
Cc1oc2nc3c(c(=O)n(CCN4CCOCC4)c(=O)n3C)n2c1C	0	2	0.4	-1.5
O=C1c2cc3ccccc3cc2C(=O)N1c1ccc(Br)cc1	10	0	0.6	-1.5
Cc1ccnc(-n2c(CCN3C(=O)c4ccccc4C3=O)nc3ccccc3c2=O)c1	-11	-5	0.2	1.2
N#CCCNNC(=S)NC(=O)C12CC3CC(CC(C3)C1)C2	0	-1	0.0	-2.2
CCOC(=O)C(NC(=O)c1ccccc1)c1ccccc1 (configuration not stated)	-6	-12	0.0	-1.0
O=S(=O)(c1ccccc1F)N1CCN(c2ccc(-n3cccn3)nn2)CC1	-5	-3	0.3	0.1
O=C1OC(c2ccco2)=N/C1=C\c1ccc([N+](=O)[O-])cc1	2	1	0.0	1.0
Cc1cc(C)c2nc(NCCNS(=O)(=O)c3ccc(F)cc3)c(C#N)cc2c1	-5	-5	0.3	-0.1
COc1cc(C2C(C#N)=C(N)Oc3n[nH]c(C)c32)ccc1OCc1ccccc1Cl (configuration not stated)	1	-18	0.0	1.6
CC1CCc2c(sc3nc(SCC(=O)N4CCCC4)[nH]c(=O)c23)C1 (configuration not stated)	-3	-2	0.2	0.0
C=CCOc1ccc(/C=N/NC(=O)C(=O)Nc2cccc(C(F)(F)F)c2)cc1OC	-1	11	0.5	-1.0
O=C(NCCc1nc(-c2ccncc2)n[nH]1)C12CC3CC(CC(C3)C1)C2	-3	-7	0.0	-0.1
Cn1c(=O)[nH]c(=O)c2c1nc(Br)n2CCSc1nc2ccccc2s1	6	4	0.0	-0.5
CCOC(=O)Cc1csc(NC(=O)C(CC(C)C)NC(=O)C2CCCCC2)n1 (configuration not stated)	9	0	-0.1	0.5
CC(C)(C)OC(=O)COC(=O)c1cc([N+](=O)[O-])ccc1NCc1ccccc1	2	12	-0.1	1.2
O=C(O)c1[nH]nc2c1CSc1ccccc1-2	2	-8	-0.1	0.5
CCOC(=O)c1sc2nc(CC(=O)OC)nc(Nc3ccc(OC)c(OC)c3)c2c1C	-4	10	0.0	1.4
COC(=O)C(C)Oc1cc(C)cc2oc(=O)cc(-c3ccccc3)c12 (configuration not stated)	-5	-23	0.0	2.3
CCCc1nnc(SCC(=O)Nc2cc(C)on2)n1CC	74*	-3	-0.1	1.2
Cc1cc(S(=O)(=O)N2CCOCC2)ccc1Cl	10	-5	0.2	1.1
Clc1nc(Nc2ccccc2)nc(NC2CCCCC2)n1	7	-27	0.2	-0.3

Overlap with the part before: three entries, then new ones.
SMILES	MITF inh	TEAD-YAP inh	FBW7 activator	GPR151 ag
CCCc1nnc(SCC(=O)Nc2cc(C)on2)n1CC	74*	-3	-0.1	1.2
Cc1cc(S(=O)(=O)N2CCOCC2)ccc1Cl	10	-5	0.2	1.1
Clc1nc(Nc2ccccc2)nc(NC2CCCCC2)n1	7	-27	0.2	-0.3
CCOC(=O)c1cnc2c(C)c(C)ccc2c1NCc1ccco1	6	-10	0.0	3.4
O=C(Nc1cccc(O)c1)c1c(O)c2cccc3c2n(c1=O)CCC3	-3	-15	0.1	2.1
CCCn1c(CCC(=O)NCc2ccc(F)cc2)nc2cccnc21	-9	-6	-0.2	-0.3
Cc1ccc(NC(=O)c2ccc(F)c(S(=O)(=O)NCc3ccc(F)cc3)c2)cc1F	5	23	0.1	-0.3
O=C(c1ccc(-c2ccccc2)cc1)N1c2ccccc2CCc2ccccc21	6	9	-0.1	0.2
CN(C)CCNC(=O)Nc1ccccc1	-12	-4	0.4	1.1
Cc1cc(C)c(C)c(C(=O)COC(=O)CN2C(=O)c3ccccc3C2=O)c1C	10	5	-0.1	-0.4
CCC1OC(c2ccc(OC)cc2)=Nc2ccccc21 (configuration not stated)	-2	0	-0.1	-0.7
CCOC(=O)N1CCC(N2CC34C=CC(O3)C(C(=O)Nc3ccc(C)cc3)C4C2=O)CC1 (configuration not stated)	-2	1	0.3	1.8
O=C(N/N=C/c1ccc(Cl)c(Cl)c1)c1ccccc1O	-11	-41	0.2	-0.4
CC(C)C(=O)NCC(c1ccco1)S(=O)(=O)c1cccs1 (configuration not stated)	-13	-4	-0.1	1.0
COc1ccc(CCNC(=O)c2ccc3nc(Nc4ccccn4)sc3c2)cc1	-7	1	-0.1	1.2
